# Bioassay records deposited in PubChem by several laboratories.
# RT RNaseH block = blocks HIV-1 RNase H cleavage of RNA/DNA duplex. RT-RNase H RNA/DNA duplex cleavage, fluorescence. 65,000 tested, 1.9% active. P04585. inhibition, % at 10 µM; in the data active = inhibition above about 50%
# RmlCD inh mix = inhibitors of RmlC and RmlD coupled enzymes; RmlC/RmlD coupled enzyme inhibition, 384-well mixture HTS; inhibition, % at 5.5 µM; 110,000 tested, 0.39% active; AID 1532; in the data active = inhibition above about 30%, passing the limit was not always enough; inconclusive = no clear call, values can overlap the other calls; note: strong numbers were not always called active
# Numbers without * were called inactive; ? = inconclusive; . = no result given.
SMILES,RT RNaseH block,RmlCD inh mix
Cc1ccc(-c2nc(CN(C)C)cc(CN(C)C)c2O)cc1,-3,30
CC1(C)Cc2cccc(OCC(=O)Nc3cc(C(F)(F)F)ccc3N3CCOCC3)c2O1,.,-16
NC(=O)c1c(C(F)(F)F)cc(-c2ccccc2)nc1NCCO,2,-9
O=C(Nc1cccc(Cl)c1)c1ccc2c(=O)n3c(nc2c1)CCCCC3,16,.
c1cnc2ccc(C(c3nnnn3C3CCCC3)N3CCN(c4nc5ccccc5s4)CC3)cc2c1 (centres undefined),-1,-13
COCCN1Cc2cccc(C(=O)NCc3cccnc3)c2C1=O,-5,0
Cc1ccc(S(=O)(=O)CCSc2nc(C)cc(C(F)(F)F)c2C#N)cc1,.,-4
COc1ccc(C=O)cc1O,.,-9
OC12CCCCC1C(c1ccc3c(c1)OCO3)N(Cc1cccc(F)c1)CC2 (centres undefined),3,13
O/N=C/c1cc(Cl)ccc1OCc1ccccc1Cl,.,-11
CCc1cccc(NC(=O)C2CCCN(S(=O)(=O)c3c(C)[nH]c(=O)[nH]c3=O)C2)c1 (centres undefined),1,-9
CCN1CCN(C(CNS(=O)(=O)c2ccc(OC)cc2)c2cccnc2)CC1 (centres undefined),-5,-4
OC1CCCCC1N1CCC(c2ccccc2)CC1 (centres undefined),.,-8
COc1ccc(-c2c3c(=O)n(C)c(=O)n(C)c3cn2NC(C)=O)cc1,-3,-4
O=C(COc1ccc(/C=N/NC(=O)c2ccccc2)cc1)Nc1ccc([N+](=O)[O-])cc1,.,-3

# Six compounds picked at random from those above:
SMILES,RT RNaseH block,RmlCD inh mix
COc1ccc(C=O)cc1O,.,-9
CCc1cccc(NC(=O)C2CCCN(S(=O)(=O)c3c(C)[nH]c(=O)[nH]c3=O)C2)c1 (centres undefined),1,-9
CCN1CCN(C(CNS(=O)(=O)c2ccc(OC)cc2)c2cccnc2)CC1 (centres undefined),-5,-4
Cc1ccc(S(=O)(=O)CCSc2nc(C)cc(C(F)(F)F)c2C#N)cc1,.,-4
c1cnc2ccc(C(c3nnnn3C3CCCC3)N3CCN(c4nc5ccccc5s4)CC3)cc2c1 (centres undefined),-1,-13
OC1CCCCC1N1CCC(c2ccccc2)CC1 (centres undefined),.,-8

# Compound profiles (already shown). Order of screens: RT RNaseH block	RmlCD inh mix
# OC1CCCCC1N1CCC(c2ccccc2)CC1 (centres undefined) is listed with .	-8
# OC12CCCCC1C(c1ccc3c(c1)OCO3)N(Cc1cccc(F)c1)CC2 (centres undefined) is listed with 3	13
# CCc1cccc(NC(=O)C2CCCN(S(=O)(=O)c3c(C)[nH]c(=O)[nH]c3=O)C2)c1 (centres undefined) is listed with 1	-9
# O/N=C/c1cc(Cl)ccc1OCc1ccccc1Cl is listed with .	-11
# CC1(C)Cc2cccc(OCC(=O)Nc3cc(C(F)(F)F)ccc3N3CCOCC3)c2O1 is listed with .	-16

# Later entries.
SMILES,RT RNaseH block,RmlCD inh mix
COc1ccc(OCC(=O)N(C)Cc2ccccc2)cc1,20,-12
COc1ccc(-n2nnc3c(=O)n(Cc4ccccc4C)cnc32)cc1,13,2
CCOc1ccc(OCC(=O)Nc2ccc(OC)cc2)cc1,.,4
COc1ccccc1N1CCN(S(=O)(=O)c2ccc3c4c(cccc24)C(=O)N3C)CC1,-8,-15
O=C(C1CCC(Cn2c(=S)[nH]c3ccccc3c2=O)CC1)N1CCN(c2ccccc2)CC1 (centres undefined),12,-6
C=CCOc1c(CNn2nnnc2N)cccc1OC,.,-9
COc1cc2c(cc1OC)C(C(=O)N1CCCC1)C(c1ccccc1F)N(C)C2=O (centres undefined),-11,13
CCCc1[nH]nc2c1C(c1ccc(OC(=O)c3ccco3)cc1)C(C#N)=C(N)O2 (centres undefined),-14,0
CCN(CC)CCNC(=O)c1cc2c(=O)n(C)c3ccccc3c2n1C,-2,20
COC(=O)c1ccc(=O)n(-c2ccc(OC)cc2)c1,-16,.
CCOc1ccc(/C=N/NC(=O)Cc2csc(Nc3cccc(C(F)(F)F)c3)n2)c(OCC)c1,.,-11
CCn1nnc(NC(=O)c2sc3ccccc3c2Cl)n1,.,8
COc1ccc(C2C(C(=O)NCc3ccccc3)=C(C)Nc3ncnn32)cc1OC (centres undefined),-2,23
Cc1ccccc1-n1c(=O)c2ccccc2n2cnnc12,.,-5
CCN(CC)C(=O)c1[nH]cnc1C(=O)N[C@@H](CCCCNC(=O)OC(C)(C)C)C(=O)OC(C)(C)C,.,1
CCOc1ccc(C(=O)Nc2cc(=O)n(C)c(=O)n2C)cc1,-2,10
COc1ccc(N2CCN(Cc3nc4c(c(=O)[nH]c(=O)n4C)n3CC(C)=O)CC2)cc1,0,9
O=C(O)c1c(NC(=O)c2cccc3ccccc23)sc2c1CCC2,.,2
c1ccc2c(CN3CCCCCCC3)c[nH]c2c1,-11,.
O=C(NCC(=O)N(c1ccc(F)cc1)C(C(=O)NCC1CCCO1)c1ccccc1)c1ccco1 (centres undefined),57*,5
NC(=O)C1CCN(C(=O)c2cc3n(n2)C(C(F)(F)F)CC(c2ccco2)N3)CC1 (centres undefined),-4,7
O=C(CN1CCN(Cc2ccccc2Cl)C1=O)NC1CCCCCCC1,1,9
CCOc1ccc(N(CC(=O)NCc2cccs2)S(=O)(=O)c2c(C)noc2C)cc1,4,-11
CCOC(=O)C1=C(Cc2ccc(F)cc2)C(=O)c2ccccc2C1=O,.,-17
Cc1cccc(C)c1Nc1nnc(SCc2cc([N+](=O)[O-])cc3c2OCOC3)s1,.,12
C=CCOC(=O)C1=C[C@@H](C2CCCCC2)C[C@@H](OCc2ccc(CO)cc2)O1,.,1
Cn1nc(C(=O)Nc2ccc(S(=O)(=O)N3CCCCC3)cc2)ccc1=O,-3,-12
N=c1n(Cc2ccccc2)c2ccccc2n1CC(O)COc1ccccc1 (centres undefined),14,8
CC(C)C(c1nnnn1Cc1cccs1)N1CCN(c2ccccc2)CC1 (centres undefined),11,-15
COc1cc(NC(=O)c2cc3ccccc3o2)c(OC)cc1Br,30,-8
CCc1ccc(S(=O)(=O)Nc2c(C)nn(C)c2C)cc1,.,5
CCN(CC(=O)NCc1ccc(F)cc1)CC(O)COCc1cccc(OC)c1 (centres undefined),4,-13
Cc1ccc(/C(O)=C/C(=O)C(=O)NNC(=O)C(O)(c2ccccc2)c2ccccc2)cc1,.,1
O=C(/C=C/c1ccccc1)N1CCCN(C(=O)/C=C/c2ccccc2)CC1,.,5
Cc1ccc2oc3c(c(=O)c2c1)C(c1cccc(Cl)c1)N(CCCN1CCOCC1)C3=O (centres undefined),2,6
CCOC(=O)CCC(=O)Nc1ccccc1C(N)=O,-11,7
CCCCCN1CC(O)=C(c2nc(-c3ccc(Cl)cc3)cs2)C1=N,.,10
CCOCCCNC(=O)c1c(-c2ccccc2)noc1C,10,7
CCc1cc(/C(Cc2ccccn2)=N\O)c(O)cc1O,.,12
COC(C[C@@H]1O[C@@H]1[C@@H](O)COCc1ccccc1)OC,.,-16
Nn1c(SCC(=O)Nc2ccc3c(c2)OCO3)nnc1C1CC1,5,-6
CCCNc1nc2c(c(=O)[nH]c(=O)n2C)n1CCc1ccccc1,-5,7
O=C(COC(=O)c1cc(-c2ccc(Cl)s2)nc2ccccc12)NCc1ccco1,.,-22
Nc1c(C(=O)NCc2ccc3c(c2)OCO3)nnn1-c1ccc(OC(F)(F)F)cc1,.,8
Cc1ccc(OCC(=O)Nc2ccc3c(c2)nc(CCN2CCOCC2)n3C)cc1,0,19

# By substructure: the entries above containing a thiophene ring, fused or not.
SMILES,RT RNaseH block,RmlCD inh mix
CCn1nnc(NC(=O)c2sc3ccccc3c2Cl)n1,.,8
O=C(O)c1c(NC(=O)c2cccc3ccccc23)sc2c1CCC2,.,2
CCOc1ccc(N(CC(=O)NCc2cccs2)S(=O)(=O)c2c(C)noc2C)cc1,4,-11
CC(C)C(c1nnnn1Cc1cccs1)N1CCN(c2ccccc2)CC1 (centres undefined),11,-15
O=C(COC(=O)c1cc(-c2ccc(Cl)s2)nc2ccccc12)NCc1ccco1,.,-22

# The results go on.
SMILES,RT RNaseH block,RmlCD inh mix
N#Cc1nc(Cc2cccc3ccccc23)oc1NCc1ccc2c(c1)OCO2,-9,-7
O=C(N/N=C/c1ccccn1)C1CC1,.,-10
COc1ccccc1N(CC(=O)Nc1ccc(F)c(F)c1)S(C)(=O)=O,-1,-8
COc1ccc(C2CC(C)=NN2C=O)cc1OC (centres undefined),.,-9
CC(=O)NC(N1CCCCC1)C(F)(F)C(F)(F)C(F)(F)C(F)F (centres undefined),-9,-7
CCCCOc1ccc(C2OC34CCCCC3C(C#N)(C#N)C2(C#N)C(=N)O4)cc1 (centres undefined),.,161*
Cc1onc(-c2ccccc2)c1-c1n[nH]c(=S)n1-c1ccccc1Cl,.,10
CCOc1cccc(-c2nnc3sc(-c4cc(OC)c(OC)c(OC)c4)nn23)c1,-3,.
CCOC(=O)c1oc2ccccc2c1N,.,10
COc1ccc(C2C(C(C)=O)=C(O)C(=O)N2CCc2c[nH]c3ccccc23)cc1OC (centres undefined),.,-12
Cc1cc(/C=C2\SC(=Nc3ccc(F)cc3)NC2=O)c(C)n1-c1ccc(S(N)(=O)=O)cc1,.,8
COc1ccc(CNC(=O)c2cccc(-c3ccc(C)c4ccccc34)n2)cc1,.,0
COC(=O)c1cc(OC)c(OC)cc1N,-10,?
CC1(C)Cc2cccc(OCC(=O)O)c2O1,-8,-10
CCCCCCCC(=O)NC(Nc1ccc(S(N)(=O)=O)cc1)C(Cl)(Cl)Cl (centres undefined),.,-12
Cc1cc(N2C(=O)C(O)=C(C(=O)c3cccs3)C2c2cccc(O)c2)no1 (centres undefined),.,11
CC(=O)CSc1nnc(NC(=O)CCc2ccccc2)s1,.,9
COc1ccc(Cl)cc1S(=O)(=O)N1CCCC1,.,-7
Cc1ccc(N2CC(C(=O)N3CCCc4ccccc43)CC2=O)cc1 (centres undefined),-21,-5
C/C(N)=C(/C#N)C(=O)COC(=O)C(NS(=O)(=O)c1ccc(Cl)cc1)C(C)O (centres undefined),6,12
CCn1c(SCC(=O)Nc2nc(C)cs2)nnc1C(C)NC(=O)c1ccccc1 (centres undefined),.,3
CCOC(=O)NC(=O)CSc1nc(C)cc(C(F)(F)F)c1C#N,2,-8
O=C(CCSc1nnc(-c2ccncc2)o1)Nc1ccc(F)cc1,-12,-13
Cc1cccc(C)c1NC(=O)CSc1nc(C)c(CC(=O)c2ccc(Br)cc2)c(C)c1C#N,.,-4
O=C(NCCCCCCNC(=O)OC1CCS(=O)(=O)C1)OC1CCS(=O)(=O)C1 (centres undefined),.,-17
COc1cccc(-c2csc3nnc(SCC(=O)NCc4cccs4)n23)c1,-15,-15
CCn1c(SCC(=O)Nc2nnc(C)s2)nc2c(c1=O)SC(C)C2 (centres undefined),-8,-8
CCOc1ccc(S(=O)(=O)n2ccc(C)n2)c2ccccc12,-40,5
COCCCNC(=O)c1cn(Cc2c(F)cccc2Cl)nn1,10,-5
CCCCn1nnc(NC(=O)COc2ccc(Cl)c(C)c2)n1,.,6
CC1(C)CC(=O)C(C=NCc2ccc3c(c2)OCO3)=C(O)C1,-11,-9
Nc1cc(=O)[nH]c(SCC(=O)N2CCCc3ccccc32)n1,.,4
CCOC(=O)C1C(=O)NC(N2CCc3ccccc32)=NC1c1ccccc1 (centres undefined),-6,-13
O=C(OCCN1CCOCC1)c1ccc2c(c1)OCCO2,-16,1
Cc1cccc2sc(NC(=O)CNS(=O)(=O)c3ccc(Br)s3)nc12,-1,-9
CCC(=Nc1ccc(N)cc1)C1=C(O)C(C(=O)OC)C(C)(C)CC1=O (centres undefined),-8,-14
COc1cc2c(c(OC)c1OC)-c1c(cc3c(c1OC)OCO3)C1OC2[C@@H](C)[C@H]1C (some centres undefined),.,6

# This is a subset; count on the stated rates, not on these rows.
